# Source: PubChem (several laboratories)
# LANA DNA inh: inhibitors of KSHV C-LANA binding to DNA, primary screen, biochemical, fluorescence polarization, FAM-LBS DNA, MBP-C-LANA, single point. Kaposi's sarcoma herpesvirus LANA C-terminal domain (residues 932-1162) DNA binding. inhibition, % at 9 µM. 340,000 tested, 0.078% active;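 active = highest replicate inhibition at or above 60% at 9 µM, even if other replicates fall short; inactive = all replicates below 60% inhibition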;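 note: 0% = neutral control wells and 100% = 4 µM acridine orange control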
# CAL PDZ FP-1: CAL PDZ peptide-binding inhibitors, primary screen, biochemical, fluorescence polarization, Cer-tagged CAL PDZ, HTS | Golgi-associated PDZ and coiled-coil motif-containing protein (Homo sapiens), Q9HD26 | purified CAL PDZ, TMR-peptide fluorescence polarization, 1 h | inhibition, % at 20 µM | 330,000 tested, 0.02% active | AID 504414, 2011;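 active = highest replicate inhibition of at least 40%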;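 note: plate controls were DMSO neutral control wells for no effect and unlabeled competitor peptide control wells for full effect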
#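 Material – purified CerCALP PDZ construct · Detection – FP readout, S and P plane fluorescence · Measure – percent inhibition from loss of millipolarization · Controls – unlabelled peptide for full inhibition, DMSO wells as neutral · Probe or stimulus – TMR-labelled reporter peptide T*-PRC34 bound in PDZ groove · Times – 1 h at RT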
# Arr AP2 block: inhibitors of beta-arrestin/AP2 binding, primary screen, biochemical, GPCR trafficking, flow cytometry; beta-arrestin 1 C-terminal peptide binding to AP2 beta2-adaptin appendage (human); FITC-arrestin peptide / GST-AP2 beads; AP2 beta2 appendage carries R879A mutation; inhibition, % at 10 µM; 340,000 tested, 0.31% active; AID 504490, 2011;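 active = inhibition above a set limit, near 3 SD of compounds lacking own fluorescence, cut at about 54% in these data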;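 note: plate controls were DMSO wells for no effect and 5 µM unlabelled arrestin peptide for full effect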
#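 System: GST-AP2 R879A bound to glutathione beads, E. coli-expressed. Also added: 50 nM FITC-arrestin peptide. Schedule: compound with beads 12 min RT, then probe 1 h RT. Signal: bead flow cytometry, FITC channel. Read-out basis: percent response.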
# Pemphigus Ab inh: inhibitors of pemphigus antibody binding to DSG3, primary screen, biochemical, bead-based, flow cytometry, scFv-GFP; Desmoglein-3 (Homo sapiens), P32926; DSG3-coupled beads, scFv-anti-DSG3-GFP binding; stronger effect = lower value; binding (percent of control), % at 10 µM; 310,000 tested, 0.48% active; AID 588358, 2011;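 active = binding more than 3 SD below its plate's average and above zero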;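 note: hits lower antibody fragment binding to DSG3; some compounds called inactive have numbers as strong as hits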
# V-ATPase pHluor: regulators of yeast V-ATPase proton pumping, primary screen, pHLuorin cytosolic pH fluorescence. S. cerevisiae. response, % at 10 µM. 350,000 tested, 0.37% active; in the data active = response mostly above about 7.3%, no sharp cut-off; inactive = mostly below about 5.4%; note: actives read high; inactives centre near 0; some compounds called inactive have numbers as strong as hits
# RTF Ca sens inh: cardiac RTF calcium sensitivity inhibitors, primary screen, biochemical, IANBD-TnC fluorescence, EC70 calcium; 340,000 tested, 0.12% active; AID 493244, 2011; Troponin I, cardiac muscle (Homo sapiens) + Troponin T, cardiac muscle (Homo sapiens) + …; inhibition, % at 7.15 µM; IANBD-labeled cardiac RTF, Ca2+ fluorescence;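 active = inhibition above the mean inhibition of all tested compounds plus 3 SD, cut at about 17% in these data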;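 note: assay run at fixed EC70 calcium of 1.6 mM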
# NSD2 HMT inh: NSD2 histone methyltransferase inhibitors, primary screen, biochemical, AlphaScreen, single concentration, set 2; Histone-lysine N-methyltransferase NSD2 (Homo sapiens), O96028; NSD2 peptide methylation, 120 min; inhibition, % at 12.5 µM; 310,000 tested, 0.54% active; AID 743445, 2014; in the data active = inhibition above about 50%
# DAGLB inhibitor: DAGLB lipase inhibitors, primary screen, biochemical, fluorescence, HTS | Diacylglycerol lipase-beta (Homo sapiens), Q8NCG7 | 340,000 tested, 0.059% active | inhibition, % at 5.17 µM | AID 504411, 2011 | HEK293T DAGLB membrane lysate, EnzChek fluorogenic substrate; in the data active = inhibition above about 34%;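 note: 0% = enzyme with vehicle and 100% = wells lacking enzyme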
# Target sequence (Q8NCG7 whole entry, looked up): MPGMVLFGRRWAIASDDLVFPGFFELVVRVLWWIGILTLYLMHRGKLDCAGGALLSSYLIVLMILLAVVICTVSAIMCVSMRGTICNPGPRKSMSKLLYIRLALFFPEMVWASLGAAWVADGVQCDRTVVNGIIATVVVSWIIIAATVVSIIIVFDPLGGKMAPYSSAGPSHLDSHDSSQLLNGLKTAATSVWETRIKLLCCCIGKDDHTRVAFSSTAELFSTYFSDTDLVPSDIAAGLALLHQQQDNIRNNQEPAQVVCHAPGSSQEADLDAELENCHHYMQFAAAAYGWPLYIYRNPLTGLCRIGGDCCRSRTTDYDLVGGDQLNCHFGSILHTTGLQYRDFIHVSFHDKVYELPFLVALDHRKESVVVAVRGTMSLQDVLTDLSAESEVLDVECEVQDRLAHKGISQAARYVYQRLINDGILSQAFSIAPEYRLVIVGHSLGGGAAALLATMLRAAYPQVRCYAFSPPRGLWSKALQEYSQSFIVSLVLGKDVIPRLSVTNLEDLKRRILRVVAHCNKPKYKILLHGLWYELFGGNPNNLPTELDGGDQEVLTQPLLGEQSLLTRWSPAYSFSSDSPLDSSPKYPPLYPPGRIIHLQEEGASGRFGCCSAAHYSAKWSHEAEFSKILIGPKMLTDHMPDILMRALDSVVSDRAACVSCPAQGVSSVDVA
# Keap1 Nrf2 FP: Keap1-Nrf2 protein-protein interaction inhibitors, primary screen, biochemical, fluorescence polarization, single point; Kelch-like ECH-associated protein 1 (Homo sapiens), Q14145; 340,000 tested, 0.15% active; Keap1 Kelch-Nrf2 peptide fluorescence polarization, 1536-well; inhibition, % at 9.4 µM; in the data active = inhibition above about 12%;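 note: human Keap1 Kelch domain with fluorescein labeled Nrf2 9mer peptide probe; 0% = neutral control wells and 100% = peptide positive control; higher means more block of Keap1 binding to Nrf2 peptide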
# CAL PDZ FP-2: untagged CAL PDZ binding inhibitors, primary screen, biochemical, fluorescence polarization, HTS; inhibition, % at 24.9 µM; AID 602252, 2012; purified CAL PDZ, TMR-peptide fluorescence polarization, 1 h; Golgi-associated PDZ and coiled-coil motif-containing protein (Homo sapiens), Q9HD26; 300,000 tested, 0.92% active;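 active = mean inhibition of at least 30% with at least half of replicates also reaching 30%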;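 note: 0% = DMSO neutral control and 100% = excess unlabeled competitor peptide PRC23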
# Starred values were filed as active, the others as inactive; x = not tested or not shown.
SMILES,LANA DNA inh,CAL PDZ FP-1,Arr AP2 block,Pemphigus Ab inh,V-ATPase pHluor,RTF Ca sens inh,NSD2 HMT inh,DAGLB inhibitor,Keap1 Nrf2 FP,CAL PDZ FP-2
COC(=O)Cc1c(O)ccn(Cc2ccccc2OC)c1=O,-0.7,-1.6,-4,107,0,8,0,-4,1,47*
COC(=O)c1nc(NC(=O)c2ccc(Cl)cc2)n[nH]1,-0.3,-1.7,4,96,0,-2,x,2,-1,-4
Cc1ccc(S(=O)(=O)n2cnc3ccccc32)c(C)c1,-1.3,-0.4,3,103,9,-6,-4,1,-3,0
COc1cccc(CNC(=O)N2CCN(c3ccccc3C)CC2)c1,-0.2,-3.5,4,107,-5,-2,-6,-4,-6,-4
CCCCNC(=O)c1ccc2c(SCC(=O)O)c3c(nc2c1)CCCC3,2.5,-2.3,1,90,3,-5,2,1,-5,-3
CCNc1nnc(CCn2nc(C)c(Br)c2C)s1,1.0,1.1,28,106,18*,-4,-2,0,-1,0
COc1ccc(C(=O)CSc2nc3ccc([N+](=O)[O-])cc3[nH]2)cc1,0.2,-1.7,-10,100,-3,-6,1,-5,-3,-4
O=C(CCN1C(=O)/C(=C\C=C\c2ccccc2)SC1=S)Nc1ccccc1C(=O)O,4.0,-2.3,48,118,1,3,31,9,1,-6
C[C@H](CO)N1C[C@H](C)[C@@H](CN(C)Cc2ccc(-c3ccccc3)cc2)Oc2c(NS(=O)(=O)c3ccc(F)cc3)cccc2C1=O,1.4,-0.4,4,101,3,3,x,-1,-2,0
CCOC(=O)c1sc(NC(=O)CCN2CCC(C)CC2)c(C(=O)OCC)c1C,0.1,-2.0,27,96,-2,-2,-1,2,-6,1
CCn1cc(S(=O)(=O)N2CCc3ccccc3C2)cn1,0.5,-2.7,-1,x,1,-1,0,-1,0,1
CCN(CC)CCNCc1ccc(Br)cc1OCC(=O)NCc1ccccc1,-0.8,-4.7,10,100,2,-7,14,0,-2,2
C/C(=N\O)c1ccc2c3c([nH]c2c1)CCCC3,4.1,-0.1,0,110,1,-8,4,0,-4,-2
O=C(CCNC(=O)C1CCN(S(=O)(=O)c2ccc(F)cc2)CC1)NCc1cccc(Cl)c1,1.1,-1.6,-4,97,7,-2,7,-6,0,-1
COc1ccc(NC(=O)COC(=O)CNC(=O)C2CCCCC2)cc1OC,-1.8,-1.2,-5,96,-3,-6,-1,0,-4,x
CCn1cnc2cc(NCc3nc4ccccc4n3Cc3ccccc3)ccc21,-0.2,0.6,4,95,7,-4,7,1,-3,-2
COc1ccc(N=C2SC(CC(=O)Nc3ccccc3F)C(=O)N2Cc2ccco2)cc1 (configuration not stated),0.1,-1.5,-5,102,1,0,-1,-3,-5,-3
COc1cc(NC(=O)CN2CCCCCC2)cc(OC)c1,-0.3,-0.4,21,x,5,5,1,-4,3,x
COc1ccccc1-c1nc2cc3ccccc3cc2nc1-c1ccccc1OC,1.1,-3.4,5,81,0,-2,-2,-4,0,-14
O=C(CN1CCN(Cc2ccccc2)CC1)NCc1ccc(Cl)cc1,-0.7,0.1,-9,99,2,-3,1,-1,0,7

# Whole records as entered above:
# CCNc1nnc(CCn2nc(C)c(Br)c2C)s1 is entered as LANA DNA inh: 1.0; CAL PDZ FP-1: 1.1; Arr AP2 block: 28; Pemphigus Ab inh: 106; V-ATPase pHluor: 18*; RTF Ca sens inh: -4; NSD2 HMT inh: -2; DAGLB inhibitor: 0; Keap1 Nrf2 FP: -1; CAL PDZ FP-2: 0
# COC(=O)c1nc(NC(=O)c2ccc(Cl)cc2)n[nH]1 is entered as LANA DNA inh: -0.3; CAL PDZ FP-1: -1.7; Arr AP2 block: 4; Pemphigus Ab inh: 96; V-ATPase pHluor: 0; RTF Ca sens inh: -2; NSD2 HMT inh: x; DAGLB inhibitor: 2; Keap1 Nrf2 FP: -1; CAL PDZ FP-2: -4
# CCOC(=O)c1sc(NC(=O)CCN2CCC(C)CC2)c(C(=O)OCC)c1C is entered as LANA DNA inh: 0.1; CAL PDZ FP-1: -2.0; Arr AP2 block: 27; Pemphigus Ab inh: 96; V-ATPase pHluor: -2; RTF Ca sens inh: -2; NSD2 HMT inh: -1; DAGLB inhibitor: 2; Keap1 Nrf2 FP: -6; CAL PDZ FP-2: 1

# The list goes on:
SMILES,LANA DNA inh,CAL PDZ FP-1,Arr AP2 block,Pemphigus Ab inh,V-ATPase pHluor,RTF Ca sens inh,NSD2 HMT inh,DAGLB inhibitor,Keap1 Nrf2 FP,CAL PDZ FP-2
CCOC(=O)CCn1nc(-c2ccc(Cl)cc2)cc1N,-0.5,x,26,96,-1,-5,10,0,2,4
NNC(=O)COc1cccc2cccnc12,1.1,-1.0,0,x,16,-2,3,2,3,-2
O=C(O)c1ccc(N/N=C/c2ccc(-c3ccc(Br)cc3)o2)cc1,0.9,-3.7,18,101,2,4,1,3,2,-2
CC(C)Cc1nnc(NC(=O)c2cc([N+](=O)[O-])ccc2N2CCOCC2)s1,-1.3,-1.5,1,109,-4,1,3,2,1,0
CC(C)Oc1ccc(S(=O)(=O)N2CCOCC2)cc1NC(=O)c1nn(C)c(=O)c2ccccc12,-0.1,-9.4,-18,102,-2,-2,5,-1,0,2
Cc1nc(C)c(C(=O)Nc2cccc(F)c2)s1,x,-0.2,9,99,-2,6,0,-2,7,5
O=S(=O)(c1cccc(C(F)(F)F)c1)N1CCCC1c1cccnc1 (configuration not stated),-0.6,0.7,-21,110,4,2,-3,3,-7,-3
COc1ccc(OCc2cc(C(=O)NCCN3CCCc4ccccc43)no2)c(Cl)c1,1.0,-2.0,-1,115,0,-3,1,2,-7,-4
CCOC(=O)c1ccc2nc(NC(NC(C)=O)(C(=O)OC)C(F)(F)F)sc2c1 (configuration not stated),-0.5,-0.4,5,93,-2,-6,-5,-4,-1,x
Nc1ccccc1C(=O)NCCCN1CCN(c2cccc(Cl)c2)CC1,0.7,-0.4,-10,113,-5,-1,3,4,4,-6
CC(c1nnc(Sc2nnnn2-c2ccccc2)n1-c1ccc(F)cc1)N(C)C (configuration not stated),0.7,-0.6,-6,113,-1,-5,1,3,-4,-2
CCOCCCNCc1cc(Cl)cc(Cl)c1OCC,-1.1,-2.2,-5,100,-3,-13,-4,-5,-3,-2
COc1ccc(CCNC(=O)c2cccc(S(=O)(=O)N3CCOCC3)c2)cc1OC,1.4,-0.8,13,87,0,4,1,0,2,-4
C=CC[C@@H](CC(=O)N[C@H](CO)Cc1ccccc1)C(=O)N[C@H](COC(=O)[C@@H](CC=C)Cc1ccc(F)cc1)Cc1ccccc1,4.5,-0.8,-2,103,4,8,x,-1,2,-2
C/C(=N\Nc1nc2ccccc2nc1C)c1ccccc1O,0.0,-2.0,3,78*,-3,-1,-2,2,-3,-3
Cc1nc2ccccc2n1CC(=O)NCCN1CCCC1,0.9,x,-6,107,2,-6,-2,-2,-2,-6
COc1cccc(CNC(=O)CCCn2ncn3c(cc4occc43)c2=O)c1,-1.7,-1.7,18,x,-3,5,1,-1,1,-2
N/C(=N\OC(=O)/C=C/c1ccc(Br)cc1)c1ccccn1,-1.8,-0.1,15,88,1,-10,-2,1,0,-1
COC(=O)c1cc(S(=O)(=O)NCC2CCN(Cc3ccc(F)cc3)CC2)c[nH]1,-0.3,-0.9,2,x,0,-1,-1,2,1,1
COc1ccc(C(=O)/C=C/Nc2ccc(S(=O)(=O)Nc3nc(C)cc(C)n3)cc2)cc1OC,0.6,-3.1,0,108,1,-4,0,-2,-6,0
COc1ccc(-c2nc(CN3CCN(Cc4cccc(Cl)c4)CC3)c(C)o2)cc1,0.2,20,-5,104,1,-7,5,-3,1,-9
COc1ccccc1-c1noc(-c2cccnc2)n1,-1.8,-2.5,-3,106,-2,-12,-2,-9,4,-2
Cc1cnc(NC(=O)CSCc2c(C)noc2C)s1,1.1,0.9,-2,93,-2,-8,-1,-1,-7,-4
O=C(CCc1nc(-c2ccccc2Cl)no1)NCCc1ccccc1,-3.1,0.8,-3,113,-1,-8,-2,-1,-2,7
Cc1ncc([N+](=O)[O-])n1CC(=O)NC1CCCCC1,-0.6,-0.9,5,113,2,3,26,0,2,-1
Cc1ccc(-c2nn(-c3ccccc3)cc2CSC(=N)N)cc1,-1.2,-3.7,-2,103,3,6,2,0,-4,-2
N#CCCN(C(=O)Nc1ccc(Cl)c(Cl)c1)c1ccccc1,0.7,-3.7,-12,108,1,4,-3,-1,0,1
COc1ccc(CN(C)CCCn2cnc3c(OCc4ccccc4)ncnc32)cc1,-0.2,-0.3,-13,100,-6,-2,x,0,0,-2
COc1ccc(C=O)c2[nH]c3c(Cl)ncnc3c12,-2.6,-0.6,-6,106,3,-3,22,-2,-1,-7
COc1ccc(NS(=O)(=O)c2ccc(O)c(C(=O)OCC(=O)N3CCCCC3)c2)cc1,1.0,-0.5,-12,108,2,-12,-1,2,3,39*
COc1ccccc1CNC(=O)C1(NC(=O)Nc2ccc(C)cc2)CCCCC1,-0.5,-1.8,50,102,0,-2,2,-3,-4,0
Cc1cc(CN(C)C(=O)c2ccc(OC3CCN(CCc4ccccc4)CC3)cc2)on1,0.6,-3.4,-10,117,-1,-7,2,-2,1,4
COc1ccc(Cl)cc1NC(=O)CN(C)C(=O)CN1C(=O)NC2(CCCC2)C1=O,0.4,-2.7,37,105,-1,-4,0,2,1,0

# 3 compounds out of the list above, sorted by the value under RTF Ca sens inh, high to low:
SMILES,LANA DNA inh,CAL PDZ FP-1,Arr AP2 block,Pemphigus Ab inh,V-ATPase pHluor,RTF Ca sens inh,NSD2 HMT inh,DAGLB inhibitor,Keap1 Nrf2 FP,CAL PDZ FP-2
Cc1ccc(-c2nn(-c3ccccc3)cc2CSC(=N)N)cc1,-1.2,-3.7,-2,103,3,6,2,0,-4,-2
Cc1ncc([N+](=O)[O-])n1CC(=O)NC1CCCCC1,-0.6,-0.9,5,113,2,3,26,0,2,-1
COc1ccccc1-c1noc(-c2cccnc2)n1,-1.8,-2.5,-3,106,-2,-12,-2,-9,4,-2

# These rows are one share of the data; the hit share may differ from the screen's.
